Xi reactivation = activators of X-chromosome reactivation in mouse fibroblasts. XiGFP mouse fibroblasts, % GFP-positive cells imaging, 3 d; cells co-treated with 5-aza-dC sensitizer; scaled so ellipticine positive control = 100%. activation, % at 7.58 µM. 360,000 tested, 0.055% active;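 active means mean normalized replicate activation at least 10% and every replicate at or above 10%; inconclusive means only one of the two criteria met; inactive means mean below 10% and not all replicates reach 10%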;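 further: 0% = median of on-plate neutral control wells and 100% = ellipticine 6 µM median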
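System: 68-5-11 XiGFP fibroblast line | Buffer or medium: DMEM containing 5-aza-dC | Compound: Single point | Times: Compounds 3 days, fix/stain 15 min at room temperature | Benchmarks: Positive control ellipticine, 6 µM final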
CFTR F508del cor = correctors of CFTR F508del function in bronchial epithelial cells | 350,000 tested, 0.36% active | CFBE cells, YFP halide quenching; stimulated with forskolin plus potentiator P3; % fluorescence drop versus neutral controls | activity (quench increase), % at 7.58 µM;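 active means mean added fluorescence quench of at least 8% versus neutral control, with both replicates also reaching 8%; inconclusive means only one of the mean or replicate conditions met; inactive means mean below 8% and not both replicates reaching 8%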;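 further: cells transiently co-express mutant CFTR-F508del with the halide-sensitive YFP; corrector assay measuring rescue of mutant channel to the surface after 24 h compound exposure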
RAD54 branch = blocks human RAD54 Holliday junction branch migration; FAM/BHQ fluorescence; inhibition, % at 10.4 µM; 360,000 tested, 0.14% active; AID 602329;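 active means mean normalized replicate activity at least 40 and at least half of replicates scoring 40 or more; inconclusive means only one of the two criteria met; inactive means mean below 40 and under half of replicates reaching 40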;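 further: 0% = median of neutral control wells and 100% = median of positive control wells; inhibitors cause a drop in the FAM fluorescence signal; in these data hits start at about 50%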
GSIS activator = GLuc luminescence reporter in INS-1E cells, primary screen for activators of glucose-dependent secretion of insulin | INS-1E GLuc reporter insulin secretion, 2-3 h | activation, % at 16.6 µM | AID 743287 | 370,000 tested, 0.61% active;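 active means lowest replicate activation of at least 40%, so every replicate reaches that level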;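 further: 0% = median of neutral control wells and 100% = median of IBMX positive control wells; some compounds called inactive have numbers as strong as hits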
E-sel inducer = induces E-selectin expression in human endothelial cells; P16581; HUVEC E-selectin immunofluorescence imaging; normalized: neutral wells 0, TNF-alpha wells 100; activation, % at 7.58 µM; 260,000 tested, 0.37% active; AID 686992;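 active means mean E-selectin-positive cell signal at least 10% of the positive control, reached in at least 60% of replicates, without over 20% cell loss; inconclusive means no rule given, readout overlaps actives, possibly toxicity-flagged; inactive means the rest, including those meeting only one limit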;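 further: in these data hits start at about 27%; measured in HUVEC primary endothelial cells; signal is the percent of cells scored E-selectin positive by PE staining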
Target sequence (P16581 whole entry, looked up): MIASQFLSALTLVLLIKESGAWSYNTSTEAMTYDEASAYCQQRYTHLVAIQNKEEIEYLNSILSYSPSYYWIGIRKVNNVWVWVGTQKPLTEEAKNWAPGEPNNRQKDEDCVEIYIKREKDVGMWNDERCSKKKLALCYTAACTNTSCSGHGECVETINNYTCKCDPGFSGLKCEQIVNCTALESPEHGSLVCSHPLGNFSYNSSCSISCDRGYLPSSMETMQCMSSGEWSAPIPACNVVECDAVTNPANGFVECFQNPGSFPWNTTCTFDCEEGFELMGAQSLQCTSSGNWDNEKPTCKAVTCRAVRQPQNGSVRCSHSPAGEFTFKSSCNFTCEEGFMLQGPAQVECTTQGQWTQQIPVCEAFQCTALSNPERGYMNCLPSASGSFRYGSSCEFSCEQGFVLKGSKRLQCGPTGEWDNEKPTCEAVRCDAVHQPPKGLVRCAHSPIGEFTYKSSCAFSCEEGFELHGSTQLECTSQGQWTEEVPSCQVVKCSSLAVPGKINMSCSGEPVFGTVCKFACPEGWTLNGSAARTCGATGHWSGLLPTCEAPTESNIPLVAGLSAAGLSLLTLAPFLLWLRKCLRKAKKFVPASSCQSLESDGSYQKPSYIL
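material = human umbilical vein endothelial cells (HUVEC), E-selectin induction | quantity = 3,000 cells/well | medium = EGM-2 growth medium on 0.1% gelatin-coated wells | technique = immunofluorescence imaging | read-out basis = % PE-positive cells | control set = TNF-alpha positive control, DMSO neutral control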
Casp6 inh = inhibitors of human caspase-6 | purified caspase-6, Z-VEID-R110 cleavage fluorescence | inhibition, % at 12.5 µM | 350,000 tested, 0.53% active | P55212;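 active means mean inhibition across replicates at least about 35%, with every replicate also reaching that limit, limit read from the data; inconclusive means only one of the two criteria met; inactive means neither criterion met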;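 further: 0% = median of neutral control wells and 100% = no fluorescence left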
Target sequence (P55212 24-179 limits assumed): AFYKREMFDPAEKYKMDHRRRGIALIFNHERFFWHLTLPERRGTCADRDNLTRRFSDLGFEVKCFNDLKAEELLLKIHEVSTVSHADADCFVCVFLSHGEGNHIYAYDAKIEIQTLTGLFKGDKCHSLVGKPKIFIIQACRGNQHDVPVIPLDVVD
Target sequence (P55212 194-293 limits assumed): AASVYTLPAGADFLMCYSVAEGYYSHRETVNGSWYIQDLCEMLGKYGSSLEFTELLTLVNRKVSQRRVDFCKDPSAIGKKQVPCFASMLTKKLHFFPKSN
RAD52 inh = RAD52 (human) annealing inhibition; P43351; 360,000 tested, 0.46% active; recombinant RAD52 DNA annealing, FRET fluorescence; inhibition, % at 18.7 µM;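 active means every replicate showing at least 50% inhibition; inconclusive means mean inhibition at least 50% but not in every replicate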
DENV2 CPE = inhibitors of DENV2 cytopathic effect. DENV2-infected cells, cytopathic effect rescue, plate reader. CPE inhibition, % at 9.99 µM. 350,000 tested, 1.7% active. AID 651640; in the data active means CPE inhibition above about 20%, passing the limit was not always enough; inconclusive means no clear call, values can overlap the other calls; tested in BHK-21 cells;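 further: 0% = median of neutral control wells and 100% = median of positive control wells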
The depositor's hits bear a star; ? = inconclusive; . = no result given; & = joins results of further samples.

canonical_smiles,Casp6 inh,RAD54 branch,E-sel inducer,GSIS activator,DENV2 CPE,Xi reactivation,RAD52 inh,CFTR F508del cor
CC1(C)CC(=O)C(C(c2ccc3c(c2)OCO3)C2C(=O)CC(C)(C)CC2=O)C(=O)C1,0,.,0.1,-13,-14,0.0,-13,-0.4
O=C(C1CCCCC1)N1CCc2[nH]c3ccc(F)cc3c2C1,3,.,-0.1,-7,-2,0.0,-3,1.3
C[C@H](CO)NC(=O)[C@H](C)[C@H]1C[C@]1(C)[C@H](NC(=O)OCc1ccccc1)c1ccccc1,-2,-4,0.3,-20,4,0.2,-4,1.0
Nc1c(N2CCCC2)c2ccccc2oc1=O,3,6,.,4,6,0.0,-4,-0.3
CC=Cc1ccc2n(c1=O)C[C@@H]1[C@@H](CO)[C@H](C(=O)NCCN3CCCC3)N(C(=O)NC(C)C)[C@H]21 (mixture of isomers),-71,7,-0.3,21,0,0.1,-3,.
Cc1cc(C(=O)OCC(=O)N2CCOCC2)ccc1[N+](=O)[O-],10,.,0.4,-10,11,0.3,-7,-0.4
CC(=O)Nc1c(Cl)cc(Cl)c2c1Cc1cc(Cl)ccc1-2,-1,7,0.0,.,0,0.3,-19,-1.8
CC(=O)Nc1ccc(NC(=O)C(C)OC(=O)CSCc2cccc(Cl)c2)cc1 (stereo not drawn),1,1,-0.2,2,-3,0.0,-9,-0.8
O=C(Nc1ccc(F)cc1)c1nc(S(=O)(=O)Cc2ccccc2)ncc1Cl,5,-5,-0.7,19,10,0.3,4,5.4
N#Cc1cccc(-c2ccc([C@H]3[C@@H](CO)N[C@@H]3CNC(=O)C3CC3)cc2)c1,-2,.,0.4,2,6,0.1,-10,4.2
COC(=O)c1c(NC(=O)CSc2ncnc3[nH]ncc23)sc2c1CCC2,0,.,.,3,-1,0.1,-36,-0.5
CO[C@@H]1CN(C)C(=O)c2cc(NC(=O)C3CCC3)ccc2OC[C@@H](C)N(C)C[C@H]1C,.,0,0.1,8,2,-0.6,-11,2.1
CC(=O)c1ccccc1NC(=O)COC(=O)/C=C/c1ccc(OC(F)F)cc1,3,11,.,5,-3,0.4,2,-0.8
Cc1ccc2nc(-c3ccncc3)c(NC3CCCC3)n2c1,-4,.,0.8,8,1,0.3,-5,2.9
C[C@@H]1CN([C@@H](C)CO)C(=O)CCCn2cc(nn2)CO[C@H]1CN(C)C(=O)Nc1ccc(C(F)(F)F)cc1,-4&-3&-2,2&-3,0.0&2.5,-11&7,?,0.1&0.0,0&8&-11,-0.8&-0.7&3.9
C/C=C/c1ccc([C@H]2[C@@H](CNC(=O)c3ccccn3)N(C(=O)CC)[C@H]2CO)cc1,-2,5,0.2,8,5,-0.1,-31,0.5
COc1cccc(NC(=O)CSc2nc3c(oc4ccccc43)c(=O)[nH]2)c1,.,0,2.5,1,.,0.0,.,.
CC(C)C(=O)Nc1ccc2c(c1)C(=O)N(C)[C@H]1CC[C@H](CC(=O)NCC3CC3)O[C@@H]1CO2,3,1,0.0,1,6,0.1,-5,-1.0
CC(=O)N1CCSc2ccc(S(=O)(=O)NCCc3ccc(Cl)cc3)cc21,-5,10,.,1,17,0.0,-7,-0.2
Cc1ccc(S(=O)(=O)NCc2ccc(C(=O)N3CCN(c4ccc([N+](=O)[O-])cc4)CC3)cc2)cc1,-1,-13,.,-14,6,0.1,-17,2.0
C[C@H](CO)N1C[C@H](C)[C@H](CN(C)Cc2ccc(C(=O)Nc3ccccc3N)cc2)Oc2ccc(NS(=O)(=O)c3ccc(Cl)cc3)cc2CC1=O,-1,.,2.0,4,-2,0.7,-4,2.5
COc1ccc(OCc2cc(C(=O)NC(C)Cc3cnccn3)no2)c(Cl)c1 (stereo not drawn),1,-5,.,10,4,0.0,-2,-1.8
CC(C)n1c(CN(C)c2ccccc2)nc2ccccc21,-2,-5,5.0,-17,-2,0.1,-56,-2.0
COC(=O)C1=C(C)N(C)C(=NCc2ccccc2C(F)(F)F)NC1c1ccc(C(F)(F)F)cc1 (stereo not drawn),6,.,0.0,-19,-2,0.2,-13,7.8
Cc1nnc(SCC2=C(C(=O)O)N3C(=O)C(NC(=O)Cn4cnnn4)C3SC2)s1 (stereo not drawn),.,7,-0.1,.,-2,0.0,-20,-1.7
CCCCCCc1c(C)c2ccc(OCC(=O)N3CCC[C@H]3C(=O)O)c(C)c2oc1=O,0,-24,.,3,-2,.,-15,-3.2
CCCN(CC(=O)Nc1ccccc1C)C(=O)CCNC(=O)c1ccccc1Cl,0,.,3.7,7,-2,-0.1,-5,0.4
O=C(O)c1ccccc1NN=Cc1ccccc1,-2,3,.,.,10,0.0,-9,.
CCCCOc1ccc(C(=O)OCC(=O)Nc2cc(C)on2)cc1,3,.,.,2,0,-0.2,-18,3.2
COc1ccc(CN2CCC(=O)N([C@H](CO)Cc3ccccc3)CC2)cc1,.,-4,0.0,-1,12,0.1,-13,1.7
CN(C)c1cc[n+](CC(=O)c2ccc(-c3ccccc3)cc2)cc1,-44,.,-8.9,-42,1,0.1,38,-4.1
C[C@H]1CN([C@@H](C)CO)C(=O)Cc2cc(NS(=O)(=O)c3ccc(Cl)cc3)ccc2O[C@H]1CN(C)C,-1,-2,.,11,-10,0.4,1,0.0
CC(C)CC(=O)c1c[nH]c(C(=O)O)c1,-1,.,.,-12,-6,0.0,-21,-0.1
C[C@@H]1CN([C@H](C)CO)C(=O)Cc2cc(NC(=O)C3CCCCC3)ccc2O[C@@H]1CN(C)Cc1ccccc1,1,-15,0.0,-9,-7,0.1,9,-2.2
CCN(c1ccccc1)S(=O)(=O)c1cccc(C(=O)NCc2ccccc2CN2CCOCC2)c1,3,-13,.,-52,-5,0.0,-14,4.2
C[C@@H]1CN([C@H](C)CO)S(=O)(=O)c2ccc(C3=CCCC3)cc2O[C@@H]1CN(C)C(=O)Cc1ccncc1,-3,-6,0.2,7,-1,-0.1,-13,-2.9
NNC(=O)c1ccc(COc2ccc3ccccc3c2)cc1,7,.,2.2,-9,-4,0.0,2,3.0
O=C(CC1CC1)N[C@H]1CC[C@@H](CCNS(=O)(=O)c2ccc(F)cc2)O[C@@H]1CO,-2,1,0.0,7,0,-0.2,-10,-1.9
O=c1[nH]c(CN2CCN(c3ccc(O)cc3)CC2)nc2scc(-c3ccc(Cl)cc3)c12,1,.,0.0,53*,3,2.4,-7,13*
CCCC(=O)Nc1nnc(-c2ccccc2)o1,-1,3,-0.7,1,-15,0.1,-6,-0.6
CCc1cc(C(=O)OC)c(NC(=O)c2ccoc2C)s1,-1,-10,0.2,21,-3,0.0,-2,-1.0
O=C(c1cnccn1)N(Cc1cccs1)C1(C(=O)NC2CCCC2)CCCCC1,.,3,0.5,10,.,3.7,.,.
COc1ccc(C(=O)Nc2ccc(N3CCOCC3)cc2)cc1S(=O)(=O)N1CCCC1,3,-5,.,-2,2,0.0,-2,6.7
CCCC(=O)OCC1CN(Cc2ccco2)S(=O)(=O)c2c(F)cccc2O1 (stereo not drawn),24,-3,-0.2,7,12,-0.1,-27,2.5
O=[N+]([O-])c1ccc2ncnc(N3CCN(Cc4ccc5c(c4)OCO5)CC3)c2c1,3,10,-2.1,5,-10,0.1,-11,0.1
COC(=O)c1ccc2nc(C3CCCCC3)c(Cc3cccc(Cl)c3)n2c1,3,2,0.4,-1,6,.,-34,0.3
COc1ccc(S(=O)(=O)N2CCCC(C(F)(F)F)C2)cc1 (stereo not drawn),0,2,.,-1,-2,-0.1,-11,-1.2
C[C@@H]1CN([C@H](C)CO)C(=O)Cc2cc(NC(=O)Cc3ccccc3)ccc2O[C@@H]1CN(C)S(=O)(=O)c1cn(C)cn1,.,4,-2.2,8,-7,0.1,.,-0.8
CN1CCN(c2c(F)cc3c(=O)c(C(=O)O)cn4c3c2OCN4C)CC1,-2,.,.,.,-3,0.1,0,2.0
COc1cc(C(C(=O)NC2CCCCC2)N(Cc2ccco2)C(=O)c2cnccn2)cc(OC)c1OC (stereo not drawn),0,.,.,3,0,0.7,-3,1.7

(continued)
canonical_smiles,Casp6 inh,RAD54 branch,E-sel inducer,GSIS activator,DENV2 CPE,Xi reactivation,RAD52 inh,CFTR F508del cor
Cc1cc(NC(=O)CN2C(=O)/C(=C/c3ccc(C(C)C)cc3)SC2=S)no1,0,-3,0.4,-15,-5,0.0,-18,-0.1
Cc1cccc(NS(=O)(=O)c2ccc(C)c(C(=O)NCCCN3CCOCC3)c2)c1,-1,2,-0.1,-9,-3,0.0,-6,-2.8
COc1ccc(OCC(=O)Nc2ccc3c(c2)nc(CCN2CCCC2)n3C)cc1,-19,-4,.,3,?,0.0,-8,-1.9
CC(=O)Nc1cc(NC(C)=O)cc(C(=O)N2CCCC3CCCCC32)c1 (stereo not drawn),30,-1,-0.1,19,6,0.0,-12,3.7
Cc1ccc(-c2nc(C#N)c(N3CCCCC3)o2)cc1,-4,8,0.2,1,1,0.5,-49,-3.3
O=[N+]([O-])c1cc(S(=O)(=O)Nc2ccccc2)ccc1Nc1ccccc1,6,4,0.3,.,-12,0.0,2,-3.1
COc1ccc(Cc2nnc(Nc3ccccc3)s2)cc1Br,-2,14,0.7,-1,5,0.0,-9,0.7
Cc1nc(Nc2ccc(F)cc2)nc(Nc2ccc(F)cc2)c1[N+](=O)[O-],-3,.,-0.4,-2,.,0.0,-13,-2.5
CCOC(=O)C(=CNc1ccc(C(F)(F)F)cc1Cl)C(=O)OCC,0,.,.,-24,0,-0.1,-11,-3.5
CCSc1cc(N2CCCC2)nc(-c2ccccc2Cl)n1,-2,.,.,8,9,-0.1,-6,.
COc1cccc(C#Cc2ccc([C@H]3[C@H]4CN(C(=O)Cc5ccccc5)CC(=O)N4[C@H]3CO)cc2)c1,.,.,-0.5,-20,12,0.4,0,6.4
